From PubChem BioAssay
KLK5 inh = blocks human kallikrein 5 protease activity. Q9Y337. recombinant hK5, fluorogenic AMC substrate cleavage. inhibition, % at 5 µM. actives 0.59% (n = 210,000). AID 873;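 active means inhibition of 40% or more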;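 further: 0% = enzyme controls without compound and 100% = no-enzyme blanks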
Rad51 HR inh = blocks human Rad51 in homologous recombination; Q06609; hRad51 DNA strand exchange, fluorescence dequenching; inhibition, % at 10 µM; actives 0.085% (n = 200,000);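 active means inhibition above 40% at the single screening dose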;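 further: 0% = DMSO control wells and 100% = blanks with heterologous ssDNA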
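Material: Human Rad51 nucleoprotein filaments preassembled on unlabelled ssDNA | Also added: Labelled 47-mer dsDNA for strand exchange | Dosing: Single dose, 10 µM final compound | Schedule: 30-min compound preincubation and 15-min exchange, both room temperature | Technique: Fluorescence dequenching at 485/520 nm | Measure: Percent inhibition relative to plate controls and blanks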
FXIa inh = blocks human coagulation factor XIa protease activity; purified FXIa, Boc-Glu-Ala-Arg-AMC fluorogenic substrate; inhibition, % at 5 µM; actives 0.14% (n = 220,000);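 active means inhibition of at least 40%; inactive means inhibition below 40%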;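 further: fluorescence of freed AMC excited at 355 nm; 0% = enzyme without compound and 100% = no enzyme blank; many of its hits are not listed in these tables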
PERK inhibitor = human PERK inhibition, primary cell-based screen; Q9NZJ5; inhibition, % at 5.6 µM; AID 1416; actives 0.17% (n = 220,000); CHO PERK-DD fusion, SEAP luminescence translation reporter;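 active means inhibition above the mean inhibition of all tested compounds plus 3 SD, set separately per screening campaign, cut at about 2.9% in these data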;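 further: PERK kinase domain activated by AP20187 dimerizer at 100 nM; 0% = DMSO with dimerizer and 100% = rapamycin at 8.4 µM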
Target sequence (Q9NZJ5 whole entry, looked up, the tested form may be a part): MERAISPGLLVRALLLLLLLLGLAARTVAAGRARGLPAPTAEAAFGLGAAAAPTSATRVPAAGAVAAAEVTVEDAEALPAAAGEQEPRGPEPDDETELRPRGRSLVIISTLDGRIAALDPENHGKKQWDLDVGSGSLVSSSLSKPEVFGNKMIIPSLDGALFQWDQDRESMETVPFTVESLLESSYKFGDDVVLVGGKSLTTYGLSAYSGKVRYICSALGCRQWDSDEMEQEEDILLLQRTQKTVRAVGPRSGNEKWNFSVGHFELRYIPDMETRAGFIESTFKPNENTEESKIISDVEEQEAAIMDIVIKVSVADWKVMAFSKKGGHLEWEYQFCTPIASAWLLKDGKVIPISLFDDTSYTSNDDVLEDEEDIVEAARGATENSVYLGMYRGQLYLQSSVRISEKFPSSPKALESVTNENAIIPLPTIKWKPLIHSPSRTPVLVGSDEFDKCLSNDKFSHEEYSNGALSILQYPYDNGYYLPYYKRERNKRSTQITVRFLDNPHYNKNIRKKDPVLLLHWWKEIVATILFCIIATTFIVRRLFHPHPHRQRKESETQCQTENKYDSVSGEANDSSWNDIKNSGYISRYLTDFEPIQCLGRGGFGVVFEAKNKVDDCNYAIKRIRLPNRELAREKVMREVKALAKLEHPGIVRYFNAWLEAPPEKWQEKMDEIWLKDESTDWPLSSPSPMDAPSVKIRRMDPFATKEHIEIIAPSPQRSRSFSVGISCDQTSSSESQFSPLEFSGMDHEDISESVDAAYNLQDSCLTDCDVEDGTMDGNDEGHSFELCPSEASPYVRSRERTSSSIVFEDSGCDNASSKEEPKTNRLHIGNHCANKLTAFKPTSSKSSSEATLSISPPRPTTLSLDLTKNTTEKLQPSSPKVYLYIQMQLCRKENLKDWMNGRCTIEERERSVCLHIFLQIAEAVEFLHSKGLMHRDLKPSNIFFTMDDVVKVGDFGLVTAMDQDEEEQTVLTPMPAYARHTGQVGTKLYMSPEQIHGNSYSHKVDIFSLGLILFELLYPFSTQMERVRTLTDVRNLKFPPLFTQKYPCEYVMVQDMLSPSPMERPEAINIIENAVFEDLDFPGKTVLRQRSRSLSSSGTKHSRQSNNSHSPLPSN
Furin inh = blocks human furin protease activity | actives 0.061% (n = 220,000) | AID 463115 | inhibition, % at 30 µM | purified furin, fluorogenic substrate cleavage | P09958; in the data active means inhibition above about 25%; further: inactives centre near -15
Thrombin inh = thrombin (human) inhibition. alpha-thrombin, Boc-VPR-AMC fluorogenic substrate cleavage. inhibition, % at 5 µM. actives 0.26% (n = 220,000). P00734. AID 1046;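 active means inhibition at or above 40%; inactive means inhibition below 40%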;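 further: 0% = enzyme with no compound and 100% = wells without enzyme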
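Test system: human alpha-thrombin protein / Dosing: one concentration per compound, 5 µM, with 0.2% DMSO / Medium: pH 7.5 Tris-saline with Tween 20 / Benchmarks: no-compound enzyme wells and no-enzyme blanks / Read-out basis: percent inhibition of thrombin substrate cleavage / Timing: reaction at room temperature / Measured by: fluorescence, ex 355 nm, em 460 nm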
KCC2 mod = modulators of human KCC2 chloride dependent transport; Q9H2X9; KCC2 cells, thallium flux FluoZin-2 fluorescence; B-score of Tl+ flux slope (higher = more flux/activation; lower = inhibition) at 10 µM; actives 2.2% (n = 190,000);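 active means thallium flux slope and its plate-corrected score both differing from the plate sample mean at a set confidence after two filtering rounds, in either direction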;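 further: slope of fluorescence scaled to starting intensity during 10 to 20 s after thallium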
Calpain2 inh = calpain II (pig) inhibition | purified calpain II, fluorogenic peptide substrate, 30 min | inhibition, % at 16 µM | actives 0.37% (n = 220,000);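 active means inhibition above about 50%, limit read from the data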
FXIIa inh = inhibitors of human coagulation factor XIIa. AID 800. actives 0.3% (n = 220,000). purified FXIIa, Boc-QGR-AMC fluorogenic substrate, 2 h. inhibition, % at 5 µM; in the data active means inhibition above about 40%;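 further: 0% = enzyme with no compound and 100% = blank without enzyme; many of its hits are not listed in these tables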
* = called active by the depositor; x = no result given; [ ] = remark or other dose.

No.	mol	Calpain2 inh	Rad51 HR inh	PERK inhibitor	KLK5 inh	FXIa inh	KCC2 mod	Furin inh	FXIIa inh	Thrombin inh
1	Cc1ccc(N(CC(=O)NCc2cccnc2)S(C)(=O)=O)cc1C	-8	-1	-0.2	-4	3	x	-28	15	0
2	O=C(O)C1SCCN1S(=O)(=O)c1ccc2ccccc2c1 (stereo not drawn)	-10	0	-0.7	6	4	-0.34	-12[20 µM]	9	-2
3	CCN(CC)C(=O)c1sc(NC(=O)c2cccnc2)c(C(=O)OC)c1C	15	5	-0.3	7	3	0.083	-7	9	-7
4	CCOc1cc(C(=O)OCC(=O)Nc2cc(C)on2)ccc1OCC(C)C	16	-41	0.3	3	-2	-0.25	-17	9	-2
5	Clc1ncnc2scc(C3COc4ccccc4O3)c12 (stereo not drawn)	-12	-4	1.1	-10	6	0.67	14[20 µM]	13	-3
6	Cc1cc(/C=C2/SC(=O)N(CC(=O)OC(C)C)C2=O)c(C)n1C	-2	-1	-0.8	3	6	0.022	2[20 µM]	2	-16
7	OCCC1CN(Cc2ccc(-c3ccco3)cc2)CCN1Cc1ccsc1 (stereo not drawn)	-24	-3	-0.3	-5	-7	0.15	-26	3	-10
8	Cc1cc2c(N=O)c(NO)ccc2[nH]1	-5	11	0.6	-7	1	1.2	-10	20	4
9	CCN1CCN(C(=S)Nc2cc(C(=O)OC)ccc2C(=O)OC)CC1	-25	11	0.3	-16	-31	0.1	-27	3	4
10	CC(C)(C)NC(=O)NC(=O)CN1CCN(Cc2ccccc2)CC1	9	5	-0.2	-8	-2	0.73	-21	1	-11
11	COc1ccc(NS(=O)(=O)c2cccc(C(=O)N/N=C(\C)c3ccncc3)c2)cc1	24	8	0.9	-18	5	-0.098	-2	8	-12
12	O=[N+]([O-])c1ccc(S(=O)(=O)N2CCN(Cc3c[nH]c4ccccc34)CC2)cc1	-8	-1	-1.5	-2	-4	0.16	-10[20 µM]	10	-4
13	COc1cccc(C(=O)N2CCC(N3CC(C)OC(C)C3)CC2)c1 (stereo not drawn)	-18	x	0.3	-6	9	0.2	-11	13	-4
14	Fc1ccc(-c2cnn3c(-c4ccncc4)ccnc23)cc1	-4	26	1.1	-13	-8	-0.44	-3	-1	-3
15	CN(C)S(=O)(=O)c1cc(NC(=O)[C@H](Cc2ccccc2)N2C(=O)c3ccccc3C2=O)ccc1Cl	-63	-6	0.1	-9	7	0.82	-32	17	-2
16	CCC(C)NS(=O)(=O)c1ccc(-c2csnn2)s1 (stereo not drawn)	-16	-9	-0.3	-6	-5	1.2	2[20 µM]	-15	-5
17	CCCSc1cc(Cl)nc(N)n1	17	-11	-0.1	23	-9	-0.092	-3	3	-2
18	Cc1cc(=O)[nH]c(SC/C=C/c2ccccc2)n1	-1	-1	0.5	-2	4	x	-12[20 µM]	5	-12
19	CCCN(CC(=O)Nc1ccc(C(N)=O)cc1)CC(=O)Nc1ccc(Cl)cc1Cl	-6	2	0.4	-6	4	-0.49	-29	-3	-6
20	O=C(NCc1ccc2c(c1)OCO2)C1CCCN(S(=O)(=O)c2cccs2)C1 (stereo not drawn)	-13	-1	0.7	-5	-4	0.024	-22	6	-8

Continued, starting with the last two of the part before.
No.	mol	Calpain2 inh	Rad51 HR inh	PERK inhibitor	KLK5 inh	FXIa inh	KCC2 mod	Furin inh	FXIIa inh	Thrombin inh
19	CCCN(CC(=O)Nc1ccc(C(N)=O)cc1)CC(=O)Nc1ccc(Cl)cc1Cl	-6	2	0.4	-6	4	-0.49	-29	-3	-6
20	O=C(NCc1ccc2c(c1)OCO2)C1CCCN(S(=O)(=O)c2cccs2)C1 (stereo not drawn)	-13	-1	0.7	-5	-4	0.024	-22	6	-8
21	CCOC(=O)Cn1c(SC)nc2sc3c(c2c1=O)CC(C)(C)OC3	15	19	0.2	-21	-7	x	-16	-3	-8
22	CCN(CC)CCSc1nc(O)c(-c2ccccc2)c(=O)n1-c1ccccc1	6	25	1.5	16	9	0.027	-13	12	35
23	O=C(Nc1ccc2ncccc2c1)c1ccccc1Cl	-25	6	0.3	4	2	x	-21	14	-12
24	Cc1ccc(NC(=O)CS(=O)CC(=O)NCCCN(C)c2ccccc2)cc1 (stereo not drawn)	12	4	0.6	-18	0	0.0058	-4[20 µM]	-3	1
25	CCOc1ccccc1C(=O)Nc1cc(C(=O)NCCc2ccccc2)ccc1Cl	17	-5	-0.3	-7	8	1.2	-19[20 µM]	18	0
26	O=c1oc2ccc3ccccc3c2c2c1SC(C(F)(F)F)C2 (stereo not drawn)	-451	3	0.6	-84	-21	-0.55	-6[20 µM]	-1	-8
27	CC(C)(C)c1cc(C(=O)NNc2cc(C(F)(F)F)ccc2Cl)n(Cc2ccccc2)n1	6	16	-0.8	3	6	0.37	-27	13	4
28	CCc1nnc(NC(=O)CSc2nc3c(cc2C#N)CCC3)s1	-37	5	0.7	6	-2	-0.95	20[20 µM]	13	0
29	Cc1nnc(SCc2cc([N+](=O)[O-])cc3c2OCOC3)n(N)c1=O	18	6	0.3	-3	-4	1.2	-5	4	-13
30	O=C(COC(=O)c1ccc(S(=O)(=O)Nc2ccccc2)cc1)NCCN1C(=O)CSC1=O	5	3	2.0	1	-5	0.97	6[20 µM]	-17	-4
31	CC(=O)c1ccc(NC(=O)CN2C(=O)CCC2=O)cc1	-3	-4	0.8	-7	-2	0.93	-10	0	-7
32	Cc1c(NC(=O)CSC2=C(C#N)C(c3ccccc3F)CC(=O)N2)c(=O)n(-c2ccccc2)n1C (stereo not drawn)	-9	-3	0.1	0	1	1.4	-14	6	2
33	CC(=O)NC1=NN(C(C)=O)C(C)(c2cccnc2)S1 (stereo not drawn)	-17	-3	0.2	1	-2	0.015	-16	6	-12
34	CC(CCOC1=NS(=O)(=O)c2ccccc21)NC(=O)C(=O)Nc1ccccc1 (stereo not drawn)	9	-9	0.9	3	4	0.26	-14	5	0
35	Cc1ccccc1CS(=O)(=O)Cc1ccc(C(=O)NCc2ccco2)o1	-3	x	0.0	0	-1	x	-33	-6	-11
36	CCOC(=O)NC(=O)/C(C#N)=N/Nc1ccc(F)cc1	11	1	2.5	-3	-7	0.0041	-2[20 µM]	-2	-4
37	Nc1nnc(SCC(=O)Nc2cc(C(F)(F)F)ccc2N2CCOCC2)s1	2	-7	-0.5	-8	1	-1	-6[20 µM]	18	6
38	COc1ccc(-c2noc(CCC(=O)NCC3CCCO3)n2)cc1 (stereo not drawn)	17	14	0.6	0	9	1.2	-17	7	0
39	Cc1ccc(S(=O)(=O)N(C)c2cc(S(=O)(=O)N3CCC(C)CC3)c(C)cc2C)cc1	-9	20	-1.0	13	-3	0.063	-17	12	-5
40	C/C(CC(=O)Nc1ccc(Cl)c(C(F)(F)F)c1)=N\NC(=O)c1cc2ccccc2cc1O	-81	x	1.0	-43	-2	-0.012	5	-2	-8
41	Cc1ccc2nc(-c3ccccc3)c(NC(=O)c3ccco3)n2c1	-18	-9	0.7	-8	2	-0.34	-25[20 µM]	11	-1
42	CCCCN1C(=O)NC(NC(C)=O)(C(F)(F)F)C1=O (stereo not drawn)	-6	5	1.1	1	0	1.1	-19[20 µM]	-1	0
43	O=S(=O)(Cc1ccccc1)N1CCC(N2CCN(c3ccccc3)CC2)CC1	26	3	0.2	31	6	-1.3	-18	17	23
44	Cc1nn(CC(O)COc2ccc3c(c2)CCC3)c(C)c1C (stereo not drawn)	7	-1	-0.1	-21	-10	x	-8[20 µM]	-7	-9
45	CCOC(=O)c1[nH]c2ccc(OC)cc2c1C	-79	x	-0.9	1	-9	-0.05	-36	-1	-4
46	O=C1CCCC2=C1C(c1ccccc1)C1C(=O)c3ccccc3C1=N2 (stereo not drawn)	12	8	-1.1	-15	-6	-0.61	1	0	-13
47	Cc1cc(C)cc(OCC(=O)N/N=C\c2cn(C)nc2C)c1	-7	x	1.9	-20	19	-0.071	-24	26	0
48	O=C(CSc1ccc(-c2ccccn2)nn1)NC1CCCC1	15	x	0.7	18	12	-0.52	-17	14	13
49	CN(C)Cc1cc2ccccc2c2c1COC2	5	x	1.5	1	-1	1.2	-16	7	-8
50	Cc1nc2ncnn2c(C)c1CCC(=O)Nc1ccc(S(=O)(=O)N2CCCCCC2)cc1	-13	-4	0.1	1	1	0.019	-10	-7	-5
51	CCOCCCn1c(=S)[nH]c2cc(C(=O)NCCCN(CC)CC)ccc2c1=O	-1	7	0.3	-6	-6	-0.13	-23	1	5
52	O=C(NCc1ccccc1)c1ccc2nnsc2c1	2	-1	-0.2	-1	-6	-0.54	-12	7	1
53	CN(C)c1ccc(NC(=O)C2CCCN(S(=O)(=O)c3ccccc3)C2)cc1 (stereo not drawn)	18	17	0.2	-5	4	1.1	-23	7	-4
54	CC1(C(=O)O)CCC(C(=O)N2CCCCC2)C1(C)C (stereo not drawn)	-21	-3	0.7	0	2	1.1	-12	11	-9
55	C#CCOC(=O)/C(=C/c1ccc(F)cc1)NC(C)=O	-3	-2	1.1	-1	3	0.78	-14	11	-14
56	O=C(NCc1ccco1)C1CCN(C(=O)c2cc3sccc3n2Cc2ccc(F)cc2)CC1	19	2	-0.5	-8	0	-1.2	-29[20 µM]	5	-3
57	CCC(=O)Nc1ccc(/C(C)=N/NC(=O)c2c(Br)c(C)nn2C)cc1	2	x	0.8	-1	2	-1.5	-16	7	-3
58	CCn1cc(CNC(=O)c2cc(Cl)ccc2OC)c(C)n1	32	1	-0.4	-19	-7	-0.83	-16	2	-3
59	Cc1ccc(N=C(NO)c2nonc2N)cc1	6	-3	1.3	-22	-2	0.68	-16[20 µM]	-6	-13
60	COc1ccc(C(C)=O)cc1CSC(=N)N	-6	13	0.9	4	4	x	-28	9	-1
61	Cc1cccc(C)c1NC(=S)NCCc1ccccn1	-10	6	0.6	-18	5	1.1	-13	9	-9

A portion of the library (hit frequency here may not be typical).
